Screening results: PubChem BioAssay, National Center for Advancing Translational Sciences (NCATS)
GLP-1R inv ag: inverse agonists of human GLP-1 receptor | P43220 | HEK293 GLP-1R CRE-luciferase, luminescence, 24 h; GLP-1R form is constitutively active | Potency, µM (titrated, usually from 38.3 µM), for the others: at the top dose activity change, negative = inhibition, most hits filed as inhibitors | 410,000 compounds, 1.6% hits | AID 624417; further: potency means the concentration at half of the fitted maximal effect; on the % scale 0 is the no-effect control and ±100 the full control effect; nearly all actives have a fitted effect of over 55% in size
Target sequence (P43220 whole entry, looked up): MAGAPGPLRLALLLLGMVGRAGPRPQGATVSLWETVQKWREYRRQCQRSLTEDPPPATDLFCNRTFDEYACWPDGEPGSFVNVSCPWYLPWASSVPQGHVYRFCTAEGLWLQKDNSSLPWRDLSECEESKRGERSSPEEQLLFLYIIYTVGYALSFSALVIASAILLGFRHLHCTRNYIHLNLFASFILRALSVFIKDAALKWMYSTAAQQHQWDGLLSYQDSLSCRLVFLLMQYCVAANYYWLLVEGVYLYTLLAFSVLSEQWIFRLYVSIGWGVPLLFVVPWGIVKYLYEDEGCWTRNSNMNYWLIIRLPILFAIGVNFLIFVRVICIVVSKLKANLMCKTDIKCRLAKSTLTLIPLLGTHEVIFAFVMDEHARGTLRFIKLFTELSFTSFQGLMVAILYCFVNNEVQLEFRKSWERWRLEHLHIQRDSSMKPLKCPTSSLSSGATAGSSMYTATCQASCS
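HEK293 cells stably co-expressing a cAMP-responsive luciferase reporter and constitutively active GLP-1R were seeded, incubated 12 h, then exposed to compounds for 24 h at 37 C. Luminescence was read 12 min after detection reagent; inverse agonists lower signal.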
PTHR1 ag: agonists of human PTHR1 parathyroid hormone receptor | Potency, µM (series often up to 115 µM), for the others: at the top dose activation, usual class: activators | HEK293 GP2 PTHR1 cells, GloSensor cAMP luminescence, 1 h | AID 743266 | Q03431 | 410,000 compounds, 0.075% hits; further: potency means the concentration at half of the fitted maximal effect; nearly all actives have a fitted effect of over 55% in size; some results filed as inactive show a strong effect at the top dose; inactives centre near -15; many of its hits are not listed in these tables
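HEK-293-derived GP2 cells expressing PTHR1 and a GloSensor cAMP reporter, 3,000/well, plated overnight, given luciferin plus IBMX (each 0.5 mM as added) for 1 h at 37 °C, then compound for 1 h at 37 °C. Luminescence was read after 15 min at room temperature.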
GLP1R cytotox: cytotoxicity in counter-screen for GLP-1R inverse agonists; Potency, µM (doses to about 38.3 µM), for inactives: at the top dose activity change, negative = inhibition, usual class: inhibitors; 410,000 compounds, 0.13% hits; HEK293 cAMP-luciferase reporter cells, luminescence, 24 h; AID 624418;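 further: loss of luciferase light is scored as toxicity; potency means the concentration at half of the fitted maximal effect; on the % scale 0 is the no-effect control and ±100 the full control effect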
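To flag toxic compounds, the library was rerun on cells for 24 hr at 37 deg C and 5% CO2. Viability-linked luminescence was captured 12 min after adding luciferase detection reagent.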
PLK1 PBD inh: inhibitors of human PLK1 polo-box domain binding; P53350; Plk1 PBD binding of FITC phosphopeptide, fluorescence polarization; Potency, µM, inactives show max response, negative = inhibition, most hits filed as inhibitors; 360,000 compounds, 2.8% hits; AID 720504; further: potency means the concentration at half of the fitted maximal effect; series mostly up to about 57 µM; on the % scale 0 is the no-effect control and ±100 the full control effect; nearly all actives have a fitted effect of over 65% in size
GLP1R ag: GLP-1 receptor (human) agonism. AID 624172. HEK293 GLP-1R CRE-luciferase, luminescence, 4-6 h; cells express a hypersensitive GLP-1R form. Potency, µM (highest dose often 45.6 µM), without a hit: at the highest dose activation, usual class: activators. 380,000 compounds, 0.007% hits. P43220; further: potency means the concentration at half of the fitted maximal effect; % of control where 0% means no effect
IL-2 act: IL-2 activation | IL-2 activation reporter assay, cell-based qHTS; stimulated with anti-CD3/CD4/CD28 beads; in transgenic mouse T cells | activation, % (series mostly up to about 46 µM) | 360,000 compounds, 0.065% hits | AID 652025; in the data active means activation above about 50%; inconclusive means mostly about 30% to 49%; further: 0% is about no effect
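Unstimulated transgenic mouse T cells; 60-min compound exposure; bead-based TCR/CD4/CD28 stimulation; 18 h culture, 37 degrees C; dual fluorescence (EGFP, DsRed) plate cytometry.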
PI5P4K alpha inh: PI5P4K alpha (human) kinase inhibition | PI5P4Kalpha enzyme, ADP-Glo luminescence, 60 min; active compounds read low | 330,000 compounds, 1.2% hits | max response, % | AID 652105 | P48426; active means max response of -50% or lower; inconclusive means between -30% and -50%; inactive means -30% or higher; further: value at the top dose of about 77 µM; on the % scale 0 is the no-effect control and ±100 the full control effect
Target sequence (P48426 whole entry, looked up): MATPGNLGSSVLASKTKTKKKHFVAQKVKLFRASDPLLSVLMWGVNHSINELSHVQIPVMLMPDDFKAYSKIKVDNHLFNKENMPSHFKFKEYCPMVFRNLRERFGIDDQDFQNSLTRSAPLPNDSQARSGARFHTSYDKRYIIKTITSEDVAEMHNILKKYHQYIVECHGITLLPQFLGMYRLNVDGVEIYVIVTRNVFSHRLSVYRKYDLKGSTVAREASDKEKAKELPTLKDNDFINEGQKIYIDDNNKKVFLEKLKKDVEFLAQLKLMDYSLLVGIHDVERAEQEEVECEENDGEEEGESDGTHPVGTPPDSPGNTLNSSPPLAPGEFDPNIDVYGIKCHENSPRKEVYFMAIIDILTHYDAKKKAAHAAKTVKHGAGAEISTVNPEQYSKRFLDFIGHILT
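Enzyme plus substrate dispensed, test compounds pinned in, then ATP (5 microM final) added. After 60 min at RT, ADP-Glo reagent 1 for 45 min and reagent 2 for 30 min preceded luminescence imaging.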
EPAC1 agonist: agonists of human EPAC1. O95398. EPAC1 agonist qHTS, biochemical assay; response scale: 100% = response to 6.5 mM cAMP. Potency, µM (series often up to 154 µM), for the others: at the top dose activation, hits mostly activators. 360,000 compounds, 0.073% hits. AID 720707; further: potency means the concentration at half of the fitted maximal effect; nearly all actives have a fitted effect of over 60% in size
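Fluorescent GDP-exchange assay: 100 nM EPAC1 with 250 nM Rap1B preloaded with BODIPY-GDP and 50 uM GDP; compounds tested as concentration series, 5 min at room temperature, then read every 5 min for 30 min (ex 480/em 540 nm); normalized to 6.5 mM cAMP.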
EPAC1 antagonist: blocks human EPAC1 exchange factor. 360,000 compounds, 0.14% hits. AID 720709. EPAC1 GEF assay, Rap1b-BODIPY-GDP exchange fluorescence. O95398. Potency, µM (top dose mostly 115 µM), for the others: at the top dose activity change, negative = inhibition, actives largely listed as inhibitors;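 further: potency means the concentration at half of the fitted maximal effect; plate controls were vehicle for no effect and positive control for full effect; nearly all actives have a fitted effect of over 50% in size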
* marks the source's active call; other numbers are inactive results; i = inactive; ? = inconclusive; nt = no result given; [ ] = remark or other dose. Unless noted, the call rests on the fitted dose curve; in most records, active means well fitted curve in the direction sought with a large enough effect; inconclusive means small, poorly fitted or top-dose-only effect, or another doubt; inactive means no such curve, though single readings can be large; an effect the other way counts as inactive or inconclusive.

Every second line gives: GLP-1R inv ag	PTHR1 ag	GLP1R cytotox	PLK1 PBD inh	GLP1R ag	IL-2 act	PI5P4K alpha inh	EPAC1 agonist	EPAC1 antagonist
> CCC(C)(C(=O)NC1CCCCC1)N(C(=O)c1ccccn1)c1ccc(C)cc1 (stereo not given)
 : 45%[activator]	i	12%	-1%	0%	0.6	nt	-5%	-1%
> CC(OC(=O)c1ccc(O)cc1)C(=O)Nc1ccc(Oc2ccccc2)cc1 (stereo not given)
 : ?	-73%[inhibitor]	4%	2%	1%	-0.3	4	8%	6%
> Cc1cc(NC(=O)CN(c2cccc(C)c2C)S(=O)(=O)c2ccccc2)ccc1Br
 : ?	-3%	-7%	nt	-7%	nt	nt	nt	nt
> CCOc1cccc(/C=C/C(=O)O)c1
 : 14%	-12%	1%	0%	-4%	-2.2	3	2%	-8%
> O=[N+]([O-])/C=C1\C=CC=CN1Cc1ccc(Cl)cc1
 : 14%	i	?	0%	6%	1.7	-3	3%	7%
> COC(=O)c1c(C#N)c(N)nc2c1CCCC2
 : 15%	i	21%	4%	1%	-0.7	-10	-2%	7%
> CCOCCCNC(=O)Cn1ncc2c(=O)oc3ccccc3c21
 : 3%	i	2%	4%	-2%	-2.2	2	-4%	-1%
> CCCCOc1ccc(C(C)(O)CCN2CCOCC2)cc1 (stereo not given)
 : ?	-9%	1%	-7%	10%	17	5	3%	-28%
> O=S(=O)(NC1CCCC1)c1ccccc1Br
 : 7%	-13%	0%	0%	3%	-0.1	-5	0%	10%
> Cc1cc(C)cc(C(=O)OCC(=O)NCC(F)(F)F)c1
 : 8%	i	8%	2%	1%	-3.2	0	-7%	-9%

An excerpt from above with just PI5P4K alpha inh.
Molecule,PI5P4K alpha inh
CCCCOc1ccc(C(C)(O)CCN2CCOCC2)cc1 (stereo not given),5
O=S(=O)(NC1CCCC1)c1ccccc1Br,-5
Cc1cc(C)cc(C(=O)OCC(=O)NCC(F)(F)F)c1,0

(continued)
Every second line gives: GLP-1R inv ag	PTHR1 ag	GLP1R cytotox	PLK1 PBD inh	GLP1R ag	IL-2 act	PI5P4K alpha inh	EPAC1 agonist	EPAC1 antagonist
> Cc1cccc(CSCCNC(=O)CN2C(=O)c3ccccc3S2(=O)=O)c1
 : -7%	i	2%	-4%	5%	-0.8	2	5%	-5%
> O=C(Cc1ccc(S(=O)(=O)N2CCOCC2)s1)NNC(=O)c1ccccc1Cl
 : 11%	-23%	7%	-9%	5%	-3.6	2	13%	-8%
> CCC1Oc2ccccc2N(CC(=O)NCCCN2CCCCC2C)C1=O (stereo not given)
 : ?	?	1%	-6%	0%	-1.7	nt	10%	-13%
> CC(=O)Nc1cc([N+](=O)[O-])ccc1OCc1ccccc1
 : -2%	-24%	7%	-4%	-2%	-4.1	-5	-2%	7%
> CCN(CC)CCN1C(=O)C2C(C(=O)Nc3ccc(Br)cc3)C3C=CC2(O3)C1C(=O)NC1CCCCC1 (stereo not given)
 : ?	-2%	-9%	-15%	7%	0.8	-4	-4%	-9%
> Cc1csc(=O)n1CC(=O)Nc1ccc(Cl)c(Cl)c1
 : ?	i	7%	-16%	-4%	-0.1	0	-3%	-4%
> O=C(CSc1n[nH]c(=O)[nH]c1=O)NC1CCCCC1
 : 13%	i	3%	0%	-5%	-2.5	-4	5%	3%
> O=P(c1ccccc1)(c1ccccc1)c1nc(-c2ccccc2)oc1NCc1ccccc1
 : 14%	i	0%	-7%	16%	-4.7	12	-10%	-13%
> O=C(O)c1cccc2c1C(=O)c1cc([N+](=O)[O-])cc([N+](=O)[O-])c1-2
 : -17%	-13%	1%	?	-4%	2.1	-6	1%	-10%
> COc1ccc(CS(=O)(=O)CC2(O)CCN(C(=O)c3cccc(C(F)(F)F)c3)CC2)cc1
 : -15%	i	4%	-12%	1%	-2.4	8	-9%	-1%

Sorted by molecular weight (rising): part of the list above
Every second line gives: GLP-1R inv ag	PTHR1 ag	GLP1R cytotox	PLK1 PBD inh	GLP1R ag	IL-2 act	PI5P4K alpha inh	EPAC1 agonist	EPAC1 antagonist
> Cc1cc(C)cc(C(=O)OCC(=O)NCC(F)(F)F)c1
 : 8%	i	8%	2%	1%	-3.2	0	-7%	-9%
> O=C(O)c1cccc2c1C(=O)c1cc([N+](=O)[O-])cc([N+](=O)[O-])c1-2
 : -17%	-13%	1%	?	-4%	2.1	-6	1%	-10%
> Cc1cc(NC(=O)CN(c2cccc(C)c2C)S(=O)(=O)c2ccccc2)ccc1Br
 : ?	-3%	-7%	nt	-7%	nt	nt	nt	nt

(continued)
Every second line gives: GLP-1R inv ag	PTHR1 ag	GLP1R cytotox	PLK1 PBD inh	GLP1R ag	IL-2 act	PI5P4K alpha inh	EPAC1 agonist	EPAC1 antagonist
> CCO[C@@H]1OC(C(=O)NCc2ccccc2)=C[C@H](c2ccc(C(F)(F)F)cc2)[C@H]1CCCO
 : ?	-81%[inhibitor]	?	-16%	-2%	-0.3	6	-23%	-30%
> COc1cc(C(=O)NC(C(=O)Nc2cccc(C(C)=O)c2)C(C)C)cc(OC)c1OC (stereo not given)
 : 31%[activator]	-1%	0%	?	12%	-0.5	-7	-1%	19%
> O=S(=O)(c1ccc(S(=O)(=O)N2CCN(C/C=C/c3ccccc3)CC2)cc1)N1CCCC1
 : -11%	-37%[inhibitor]	-8%	-6%	-2%	1.1	-4	2%	-2%
> c1ccc(-n2c3ccccc3c3ccccc32)cc1
 : ?	-4%	-7%	-3%	14%	-0.7	13	4%	13%
> CCCCOC(=O)c1ccc(NC(C)=O)cc1
 : 19%	-5%	-2%	4%	2%	-1.9	-7	-1%	4%
> CN(NC1CC(=O)N(c2ccccc2)C1=O)c1ccccc1 (stereo not given)
 : 34%[activator]	-11%	-4%	-14%	-1%	-3.7	2	-5%	9%
> Nc1ccc2ccc(O)cc2c1
 : 17%	-9%	0%	-26%	11%	0.0	-19	8%	?
> COc1ccccc1CNC(=O)C1Cc2cc(S(=O)(=O)N3CCCC3)ccc2N1C(C)=O (stereo not given)
 : 14%	3%	2%	-7%	-2%	-1.8	-11	-17%	-7%
> COc1ccc(N2CCN(S(=O)(=O)c3ccc(Br)s3)CC2)cc1
 : 0%	-38%[inhibitor]	-1%	0%	-2%	0.0	2	-1%	-1%
> C[C@H]1CCC[C@@]2(O[C@@H](CCO)C[C@@H](O)[C@@H]2O)O1
 : 5%	i	2%	-11%	4%	-0.2	-4	-2%	6%
> COc1ccc(-c2cnnc(N/N=C/c3ccc(O)cc3)n2)cc1
 : 47%[activator]	-7%	-21%	-17%	9%	-0.7	-10	-1%	-8%
> CCc1ccc(C(=O)NNC(=O)c2ccc(=O)n(C)n2)cc1
 : 1%	-17%	2%	-2%	-2%	-2.8	0	-3%	8%
> N#C/C(=C\c1cc(Br)ccc1F)C(=O)NC1CC1
 : -14%	-28%	-24%	?	3%	-3.8	8	5%	13%
> COc1ccc(N2CCN(C(CNC(=O)C(C)(C)C)c3ccco3)CC2)cc1 (stereo not given)
 : -2%	i	2%	-17%	-2%	-1.0	2	10%	-23%
> Cc1ccc(C(=O)NC(=S)N(C)Cc2ccccc2)cc1
 : ?	-52%[inhibitor]	?	4%	-5%	-0.7	1	-10%	-4%
> Cc1ccc(S(=O)(=O)N2CCC(C(=O)Nc3ccc(S(=O)(=O)N4CCOCC4)cc3)CC2)cc1
 : ?	-24%	-15%	2%	-12%	-4.4	2	3%	-6%
> CC(=O)Nc1ccc(S(=O)(=O)NCCC(=O)OC(C)C(=O)c2ccc(C)cc2)cc1 (stereo not given)
 : -7%	-32%[inhibitor]	0%	5%	-1%	-3.7	-2	3%	-2%
> O=c1[nH]c(-c2cccs2)nc2ccccc12
 : 0%	-10%	-16%	-6%	8%	1.0	-13	5%	2%
> O=C(COC(=O)Cc1ccc(Br)cc1)NCC1CCCO1 (stereo not given)
 : 3%	i	3%	-10%	-8%	-1.9	-7	9%	-1%
> COc1ccc(C2(C(=O)NCCN3CCOCC3)CCOCC2)cc1
 : -5%	i	3%	2%	-2%	-0.7	nt	1%	6%
> NC(CSS(=O)(=O)O)=NCCC12CC3CC(CC(O)(C3)C1)C2
 : 5%	-21%	-2%	12µM*	-5%	1.4	-1	7%	3%
> COc1ccc2nc3n(c(=O)c2c1)-c1cc2ccccc2cc1C(=O)NC3Cc1ccccc1 (stereo not given)
 : ?	-36%[inhibitor]	-11%	4%	-3%	0.8	-3	-17%	-14%
> Nc1c(C(=O)c2ccccc2)sc2c1c(=O)[nH]c(=O)n2-c1ccccc1
 : 169%[activator]	-6%	9%	-14%	1%	-4.8	-12	-11%	-12%
> O=C1CC(=O)N(CCc2ccccc2)C(=O)N1CCc1ccccc1
 : 0%	i	-2%	-1%	2%	-1.5	?	4%	?
> Cc1cc(C)c(C(=O)COC(=O)c2ccc(NC(=O)CC#N)cc2)cc1C
 : ?	i	3%	40%[activator]	2%	3.2	-26	7%	-8%
> COC(=O)CCC(=O)OC1(C)C(=O)C=C2C=C(C3CC3)N(C3CCCCC3)C=C2C1=O (stereo not given)
 : 1%	-22%	-8%	-17%	9%	0.5	-4	1%	-15%
> CC1Oc2ccc(C#N)cc2N(Cc2ccccc2OC(F)(F)F)C1=O (stereo not given)
 : -28%	-29%	-9%	6%	17%	-0.2	0	-13%	-9%

An excerpt, so the mix of outcomes need not match the whole.
